ABHD5-PLIN5 inh – ABHD5-PLIN5 interaction inhibitors, primary screen, cell lysate, split luciferase complementation, luminescence; Perilipin-5 (Homo sapiens) + 1-acylglycerol-3-phosphate O-acyltransferase ABHD5 (Homo …; Split G. princeps luciferase complementation, 4 h; inhibition, % at 4 µM; hit rate 0.78% among 360,000;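 active = inhibition above the mean inhibition across every tested compound plus 3 SD, cut at about 22% in these data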;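 note: 0% = DMSO only wells and the 100% control is not disclosed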
TLR9-MyD88 inh – inhibitors of TLR9-MyD88 association in cells, primary screen, cell-based, CHO, BLA complementation, fluorescence; Toll-like receptor 9 (Homo sapiens) + Myeloid differentiation primary response protein …; CCF4 FRET ratio; inhibition, % at 4.98 µM; hit rate 0.21% among 340,000; AID 504734, 2011;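 active = inhibition above the mean over all tested compounds plus 3 SD, cut at about 21% in these data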;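 note: 0% = DMSO only wells and 100% = clavulanate BLA inhibitor control wells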
MC4R antagonist – MC4R antagonists of cAMP signaling, primary screen, cell-based, TR-FRET, antagonist arm of biased-ligand search; Melanocortin receptor 4 (Homo sapiens), P32245; MC4R-expressing cells, MTII-stimulated cAMP, LANCE TR-FRET; inhibition, % at 6.5 µM; hit rate 0.48% among 360,000; AID 540295, 2011;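 active = inhibition above its plate's cutoff, the mean of tested wells on that plate plus 3 SD, cut at about 29% in these data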;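 note: 0% = Melanotan II alone and 100% = Melanotan II plus saturating MCL0020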
Target sequence (P32245 whole entry, looked up): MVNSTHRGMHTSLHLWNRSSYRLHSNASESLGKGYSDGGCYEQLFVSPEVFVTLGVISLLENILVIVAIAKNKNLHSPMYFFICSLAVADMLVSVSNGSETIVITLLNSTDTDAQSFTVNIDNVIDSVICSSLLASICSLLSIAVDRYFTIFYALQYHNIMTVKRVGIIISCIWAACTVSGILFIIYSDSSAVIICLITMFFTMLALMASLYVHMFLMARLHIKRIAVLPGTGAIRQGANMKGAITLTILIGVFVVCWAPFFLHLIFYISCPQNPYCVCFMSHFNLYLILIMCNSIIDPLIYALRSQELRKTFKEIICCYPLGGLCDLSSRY
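Assay system: U2OS-MC4R stable cell line; Also added: Melanotan II; Technique: Eu-cAMP/anti-cAMP TR-FRET, emission 671 nm; Times: 30-min compound, 1-h challenge, 1-h detection, room temperature.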
NOD2 RIPK2 PPI – NOD2-RIPK2 binding disruptors in cells, primary screen, fluorescence, CHO cells, BLA complementation | inhibition, % at 4.98 µM | Receptor-interacting serine/threonine-protein kinase 2 (Homo sapiens), O43353 | CCF4 ratio | hit rate 0.38% among 360,000; in the data active = inhibition above about 21%;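 note: 0% = vehicle only and 100% = reference blocker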
Target sequence (O43353 whole entry, looked up): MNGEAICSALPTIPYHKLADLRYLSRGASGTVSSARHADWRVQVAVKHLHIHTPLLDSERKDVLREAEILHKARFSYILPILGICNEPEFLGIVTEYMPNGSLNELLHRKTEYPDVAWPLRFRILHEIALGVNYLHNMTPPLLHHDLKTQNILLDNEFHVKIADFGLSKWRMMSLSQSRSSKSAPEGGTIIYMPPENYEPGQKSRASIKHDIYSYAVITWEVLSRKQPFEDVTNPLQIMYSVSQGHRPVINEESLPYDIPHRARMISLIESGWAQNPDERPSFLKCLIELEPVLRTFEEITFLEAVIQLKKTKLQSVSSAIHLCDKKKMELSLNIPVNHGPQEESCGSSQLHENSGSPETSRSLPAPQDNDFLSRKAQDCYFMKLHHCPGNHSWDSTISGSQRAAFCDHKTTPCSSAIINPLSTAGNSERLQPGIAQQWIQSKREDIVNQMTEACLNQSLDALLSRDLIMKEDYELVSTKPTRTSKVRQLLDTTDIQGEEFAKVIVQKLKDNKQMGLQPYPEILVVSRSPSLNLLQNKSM
Cardio protect – cardioprotection against H2O2-induced cell death, primary screen, uHTS, H9c2 cells, ATPLite luminescence; hit rate 0.63% among 360,000; protection from H2O2 cell death, % at 20 µM; H9c2 cardiomyocytes, H2O2 injury protection, 2 h;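 active = compounds giving at least 50% protection of heart cells from peroxide-induced death in the single-dose screen, raw or plate-pattern-corrected value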;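 note: 0% = DMSO wells with peroxide and 100% = DMSO wells without peroxide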
NCOA2 inhibitor – inhibition of GAL4-SRC2 driven luciferase reporter, primary screen, SRC2 inhibitor project, cell-based, luminescence. Nuclear receptor coactivator 2 (Homo sapiens), Q15596. HEK293 GAL4-SRC2 luciferase reporter. inhibition, % at 9 µM. hit rate 0.17% among 370,000. AID 651957, 2012;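 active = inhibition above the mean inhibition of all tested compounds plus 3 SD, set per campaign, cut at about 52% in these data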;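 note: 0% = DMSO treated cells and 100% = cells given Gossypol at 36 µM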
MC4R ag barr – MC4R agonists recruiting beta-arrestin, primary screen, cell-based, luminescence, agonist arm of biased-ligand search | Melanocortin receptor 4 (Homo sapiens), P32245 | U2OS MC4R beta-arrestin complementation; percent of melanotan II response, DMSO zero | activation, % at 8.9 µM | hit rate 0.98% among 360,000;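 active = activation above a per-plate cutoff, the mean activation of sample wells on that plate plus 3 SD, cut at about 8% in these data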
m5-HT2A agonist – mouse Htr2a agonists via beta-arrestin recruitment, primary screen, cell-based, luminescence | 5-hydroxytryptamine receptor 2A (Mus musculus), P35363 | CHO-K1 mHTR2A beta-arrestin complementation; percent of 30 µM serotonin response | activation, % at 7.6 µM | hit rate 0.66% among 360,000;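 active = activation above a run cutoff, the mean activation of all tested compounds plus 3 SD, cut at about 14% in these data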;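 note: 0% = plate median of compound wells and 100% = 30 µM serotonin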
ABCB6 inh MLPCN – ABCB6 transporter inhibitors, primary screen, K562-ABCB6 cells, flow cytometry, MLPCN library | ATP-binding cassette sub-family B member 6 (Homo sapiens), Q9NP58 | K562-ABCB6 porphyrin accumulation, 1 h; active compounds read low | fluorescence ratio to DMSO, % at 10 µM | hit rate 0.19% among 360,000 | AID 602162, 2011;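 active = fluorescence ratio to DMSO below 75%, the collection mean minus 3 SD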;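 note: signal is porphyrin accumulated inside mitochondria; 100% equals median channel fluorescence of DMSO control wells; lower ratio means ABCB6 inhibition with less porphyrin fluorescence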
Glyco luc inh – increase of ERlucT glycosylation luciferase signal, primary screen, N-linked glycosylation inhibitor project, D54 ERlucT cells, luminescence, set 2 | D54 ERlucT glycosylation luciferase reporter, 24 h; percent of 100 nM tunicamycin response | reporter increase, % at 12.5 µM | hit rate 0.23% among 360,000;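 active = mean luciferase reporter signal, scaled so untreated is 0 and the glycosylation-blocking control 100, at or above a set limit in every replicate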;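 note: luciferase carries N-glycosylation sites so blocking glycosylation raises the light; 0% = median of neutral control wells and 100% = median of 100 nM tunicamycin wells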
Active calls of the source: *; . = no result given.

SMILES	ABHD5-PLIN5 inh	TLR9-MyD88 inh	MC4R antagonist	NOD2 RIPK2 PPI	Cardio protect	NCOA2 inhibitor	MC4R ag barr	m5-HT2A agonist	ABCB6 inh MLPCN	Glyco luc inh
Cc1occc1-c1nnc(SCC(=O)c2c[nH]c3ccccc23)n1C	15	0	-2	-6	6	-5	-2.3	-1	157	1
CCCCCCCC(=O)N/N=C/c1cccnc1	-11	-5	6	-7	-3	31	1.7	-3	100	0
COc1ccc(CNC(=O)c2ccccc2NC(=O)C2=C(C)OCCS2)cc1	-7	9	1	-4	2	20	-1.6	-2	93	-1
O=C(COC(=O)C1=COCCO1)Nc1cc(S(=O)(=O)N2CCCCC2)ccc1Cl	6	3	0	-8	0	18	-1.1	-1	98	1
O=C(Nn1c(-c2ccc(F)cc2)nc2ccccc2c1=O)c1cccnc1	0	5	-1	-5	2	-3	-4.5	0	108	1
CCOc1ccc(/C=N/O)cc1	5	-3	1	-2	2	-36	-1.0	3	96	6
O=C(NCc1ccc(F)cc1)N1CCN(S(=O)(=O)c2ccccc2F)CC1	1	-8	13	-4	0	-1	-3.2	0	101	-2
CN1CCN(c2nc(-c3cc4ccccc4o3)cs2)CC1	1	4	2	-7	-3	-2	-1.7	-5	96	2
CC1(C)CC(=O)c2sc(NC(=O)C3COc4ccccc4O3)nc2C1 (configuration not stated)	0	-3	2	5	-10	0	0.5	-8	93	4
Cc1c(NC(=O)/C(C#N)=C/c2cccs2)c(=O)n(-c2ccccc2)n1C	-4	11	11	-6	6	5	-0.6	-6	99	0
CCCNC(=O)CN1C(=O)NC(Cc2c[nH]c3ccccc23)C1=O (configuration not stated)	-4	-1	-1	-6	5	0	-1.0	5	97	1
COc1ccccc1-c1cn(S(=O)(=O)c2ccc(F)cc2)nc1N	10	-1	9	-5	-24	5	-0.5	-4	88	-1
COc1ccc(C2SCC(C(=O)NCc3ccc(F)cc3)N2C(C)=O)cc1 (configuration not stated)	2	-9	22	6	1	7	0.9	3	104	-1
O=C(CCCN1C(=O)C(c2ccccc2)Oc2cccnc21)Nc1ccccc1Br (configuration not stated)	7	-13	6	-1	-1	0	2.5	-7	95	-3
O=C(CSc1nnc(NC(=O)c2c(F)cccc2F)s1)Nc1ccccc1F	4	-1	3	3	-1	-27	-2.4	-1	102	-1
CCc1ccc2[nH]c(=O)c(CN(CC3CCCO3)C(=S)NCc3ccco3)cc2c1 (configuration not stated)	3	3	2	5	-9	-10	-0.5	2	103	0
O=C(COc1coc(CN2CCN(Cc3ccccc3)CC2)cc1=O)Nc1ccccc1	10	-2	-5	-2	-8	17	0.4	-4	99	1
Cc1c(C(=O)N2CCCCCC2(C)C(=O)NCC(C)C)oc2ccccc12 (configuration not stated)	0	.	0	-15	1	-2	1.0	4	98	-1
C#CCOCCOCCOCCNc1nc(N2CCN(C(=O)[C@H](CCCCN)n3cc([C@@H](N)[C@H](C)CC)nn3)CC2)nc(N2CCN(C(=O)[C@H](CCC(=O)O)n3cc([C@@H](N)CCSC)nn3)CC2)n1	0	-7	-1	9	2	1	-0.1	4	103	0
O=C(NCc1ccccc1)c1nnc(CS(=O)(=O)c2ccccc2)o1	2	5	-3	-8	2	2	0.3	-1	95	1
O=C(CN1CCN(C(=O)c2ccccc2)CC1)Nc1ccc(Cl)cc1F	0	-4	14	2	0	-17	1.2	3	95	-2
CCc1ccc(OCC(=O)Nc2ccc(N3CCN(S(C)(=O)=O)CC3)cc2)cc1	-4	-2	10	8	11	-13	1.2	-4	94	2
Cc1ccc(-c2nc3ccccc3o2)cc1NC(=O)Cc1cccs1	-6	-7	4	-5	3	-6	-1.0	-4	97	-1
CSc1ncc(C(=O)Nc2cccnc2)c(C(F)(F)F)n1	-9	-6	12	-3	5	1	0.3	4	99	0
CN(C)c1ccc(C(=O)Nc2cccc(S(=O)(=O)N3CCCC3)c2)cc1	0	-2	1	-2	-12	-30	-2.7	-2	95	-3
Cc1cc(C)nc(NC(=O)c2cc3ccccc3o2)n1	-7	0	-5	-5	4	14	-0.8	-1	104	0
CCOc1nc(-c2ccc(OC)cc2)ccc1-c1noc(C)n1	0	-5	-2	-6	-5	-1	0.8	-5	112	-2
O=C(NCCc1nc2ccccc2[nH]1)/C(=C/c1ccc2c(c1)OCO2)NC(=O)c1ccccc1	2	4	18	-4	6	6	1.6	0	104	-2
COCCCNC(=O)C[C@H]1C[C@H](C(=O)N2CCOCC2)[C@@]2(CCC3CCCC3)c3[nH]c4cc(CCC(=O)N(C)C)ccc4c3CCN2C1=O	-5	-16	4	-2	6	-8	-0.5	10	97	1
O=C(NNc1nc2cc3c(cc2s1)OCO3)c1ccc(F)cc1	7	6	-2	-7	4	-10	-0.4	2	98	0
O=C(O)Cn1c(C(F)(F)F)nc2ccccc21	8	3	8	1	1	-21	0.6	1	103	1
COc1cc(NC(=O)c2noc3c2CCCC3)c(OC)cc1Cl	6	7	4	-7	-1	.	0.9	0	96	1
Cc1ccc(NC(=O)CCC(=O)N/N=C/c2coc3ccccc3c2=O)cc1	1	6	-4	-9	-4	17	-1.3	-1	94	0
COCC(=O)Nc1ccccc1C(=O)Nc1ccc(OC)cc1	1	4	-8	-7	0	-28	-1.8	6	83	0
Cc1ccccc1NC(=O)c1ccc(OCc2c(C)noc2C)cc1	2	-15	-5	-12	0	1	-0.4	4	100	5
c1ccc(Cc2cc[n+](Cc3ccccn3)cc2)cc1	4	2	-5	5	-4	-29	-0.2	6	96	0
CCC(Oc1ccccc1)C(=O)Nc1ccccc1OC (configuration not stated)	3	3	11	2	-3	-33	-0.8	-2	93	-3
Cc1ccc(S(=O)(=O)CC(=O)Nc2nnc(C(C)C)s2)cc1	4	5	6	-1	4	-16	-1.6	-2	95	0
Cc1ccccc1C(=O)Nc1ccnn1C1CCN(Cc2ccc(CO)o2)CC1	2	-9	0	-6	3	-8	-1.8	0	101	0
CC(C)C[C@@H](CNCC(=O)[C@H](C)NC(=O)c1[nH]cnc1C(=O)N[C@@H](C)CN)NC(=O)c1nc[nH]c1C(=O)N[C@@H](CC(=O)O)C(=O)O	-7	-11	12	-9	3	5	1.2	-4	98	1
O=C(CSc1ncccn1)Nc1cccc2ccccc12	5	-1	-4	-17	0	-12	-1.9	-5	81	2
O=C(NCC1CCCO1)c1ccc(OC2CCN(C(=O)C3CC3)CC2)cc1 (configuration not stated)	-4	-12	1	-5	4	6	-0.1	0	100	1
O=C(CCCNS(=O)(=O)c1cccc2nsnc12)NCCc1ccccc1	0	-4	1	-2	-5	1	0.7	-1	104	-2
CCOC(=O)c1cc(C(=O)OCC)c2cc(Br)ccc2n1	4	-2	16	-2	1	4	2.6	6	98	3
CCNC(=O)C1CCCN(Cc2ccc(C(=O)OCC)cc2)CC1 (configuration not stated)	-1	.	10	-1	3	9	-0.3	2	97	2
C=CC[C@H](CC(=O)N(CCO)Cc1ccccc1)C(=O)N[C@H](COC(=O)[C@H](CC=C)CC(=O)OC(C)(C)C)Cc1ccccc1	-3	0	11	4	8	7	3.9	-6	94	0
O=C(NCCc1nnc2ccc(N3CCCCCC3)nn12)c1ccccc1F	9	-4	1	-6	2	10	-1.7	-5	96	-3
CCOCCCNC(=O)c1cc(Sc2ccc(C)cc2)nc2ccccc12	3	-2	6	10	0	-1	-1.0	-6	81	-2
CCC(NC(=O)Nc1cc(C)on1)(C(F)(F)F)C(F)(F)F	0	11	-3	-15	3	-13	0.8	1	99	2
N#Cc1ccccc1COC(=O)c1cccc(S(=O)(=O)N2CCCC2)c1	5	-2	-2	-7	-1	-15	0.8	1	99	0
Cc1oc(-c2ccccc2F)nc1CS(=O)CC(=O)NCc1ccc2c(c1)OCO2 (configuration not stated)	-5	-17	23	1	-1	-15	0.5	-2	101	2
Cc1ccc(-c2nc(CN(C)C3CCOCC3)c(C)o2)s1	2	-4	3	3	-2	24	-1.3	-1	86	-2
COc1cc(C=Nc2cccc([N+](=O)[O-])c2C)ccc1OC(C)=O	3	-2	-2	-1	6	-4	-1.6	-1	105	0

Structures shown so far with an aryl methoxy group (8):
SMILES	ABHD5-PLIN5 inh	TLR9-MyD88 inh	MC4R antagonist	NOD2 RIPK2 PPI	Cardio protect	NCOA2 inhibitor	MC4R ag barr	m5-HT2A agonist	ABCB6 inh MLPCN	Glyco luc inh
COc1ccc(CNC(=O)c2ccccc2NC(=O)C2=C(C)OCCS2)cc1	-7	9	1	-4	2	20	-1.6	-2	93	-1
COc1ccccc1-c1cn(S(=O)(=O)c2ccc(F)cc2)nc1N	10	-1	9	-5	-24	5	-0.5	-4	88	-1
COc1ccc(C2SCC(C(=O)NCc3ccc(F)cc3)N2C(C)=O)cc1 (configuration not stated)	2	-9	22	6	1	7	0.9	3	104	-1
CCOc1nc(-c2ccc(OC)cc2)ccc1-c1noc(C)n1	0	-5	-2	-6	-5	-1	0.8	-5	112	-2
COc1cc(NC(=O)c2noc3c2CCCC3)c(OC)cc1Cl	6	7	4	-7	-1	.	0.9	0	96	1
COCC(=O)Nc1ccccc1C(=O)Nc1ccc(OC)cc1	1	4	-8	-7	0	-28	-1.8	6	83	0
CCC(Oc1ccccc1)C(=O)Nc1ccccc1OC (configuration not stated)	3	3	11	2	-3	-33	-0.8	-2	93	-3
COc1cc(C=Nc2cccc([N+](=O)[O-])c2C)ccc1OC(C)=O	3	-2	-2	-1	6	-4	-1.6	-1	105	0

Source: PubChem (several laboratories)

An excerpt, so the mix of outcomes need not match the whole.
